VIM-2 inhibitor = blocks Pseudomonas aeruginosa VIM-2 metallo-beta-lactamase. inhibition, % at 5.6 µM. AID 1527. 0.89% of 290,000 active. purified VIM-2, nitrocefin hydrolysis, epi-absorbance fluorescence;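 active means inhibition above the mean of all tested compounds plus 3 SD, cutoff set per screening run, cut at about 7.5% in these data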;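 further: red hydrolysis product quenches plate fluorescence so inhibitors raise well fluorescence; 0% = enzyme with DMSO and 100% = DMSO without enzyme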
NALP1 inh = NALP1 inhibition | S. cerevisiae NALP1/ASC/caspase-1 growth, X-gal OD620, 72 h | inhibition, % at 10 µM | 0.61% of 280,000 active | AID 2071; in the data active means inhibition mostly above about 24%, no sharp cut-off; inactive means mostly below about 32%; further: some compounds called inactive have numbers as strong as hits
IDE cell activ = activators of human insulin-degrading enzyme in cells; HEK cells, FAbeta-B cleavage, fluorescence polarization; 0% vehicle, 100% cell-free pure enzyme wells; AID 493087; activation, % at 5.96 µM; P14735; 0.073% of 340,000 active;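 active means activation above the mean of all tested compounds plus 3 SD, set per screening campaign, cut at about 17% in these data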
pCIP destab = compounds decreasing mouse p/CIP protein stability; Q05BA5; F442A p/CIP-EGFP cells, EGFP fluorescence, 16 h; decrease of EGFP signal, % at 10 µM; 0.01% of 290,000 active; AID 1984;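 active means EGFP signal decrease of at least 30% at 10 µM or well 3 SD below plate mean, unless failing retest; inactive means the rest, including hits failing retest or dose response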; further: some compounds called inactive have numbers as strong as hits; many of its hits are not listed in these tables
IMP-1 inhibitor = blocks Pseudomonas aeruginosa IMP-1 metallo-beta-lactamase; purified IMP-1, nitrocefin hydrolysis, epi-absorbance fluorescence; inhibition, % at 5.6 µM; 0.45% of 290,000 active; AID 1556;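 active means inhibition above the mean plus 3 SD of all compounds in the same screening run, cut at about 4.5% in these data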;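 further: 0% = IMP-1 with DMSO and 100% = DMSO wells lacking enzyme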
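system = purified recombinant IMP-1 beta-lactamase | amount = 0.2 nM IMP-1, as dispensed | medium = HEPES buffer pH 7.1 with ZnSO4 and Brij 35 | times = 25 °C, 15 min preincubation, 25 min reaction | detection = plate fluorescence quenching by hydrolysis product, ex 480/em 530 nm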
GPR7 antagonist = antagonists of human GPR7 (neuropeptides B/W receptor 1) | GPR7-expressing cells, fluorescence antagonist assay | P48145 | AID 1861 | 1.1% of 290,000 active | inhibition, % at 4.4 µM; in the data active means inhibition above about 16%, passing the limit was not always enough;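 further: cells stimulated with the agonist NPW; 0% = agonist with vehicle and 100% = vehicle without agonist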
Target sequence (P48145 whole entry, looked up): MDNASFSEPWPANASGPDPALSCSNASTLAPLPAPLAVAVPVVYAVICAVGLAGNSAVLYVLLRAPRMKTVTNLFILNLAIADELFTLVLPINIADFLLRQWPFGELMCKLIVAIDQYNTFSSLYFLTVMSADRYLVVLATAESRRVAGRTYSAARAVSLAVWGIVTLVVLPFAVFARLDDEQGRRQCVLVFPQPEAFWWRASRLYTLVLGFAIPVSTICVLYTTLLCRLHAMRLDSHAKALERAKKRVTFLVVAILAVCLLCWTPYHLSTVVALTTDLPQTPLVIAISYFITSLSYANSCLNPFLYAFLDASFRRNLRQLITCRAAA
M18AAP inhibitor = blocks P. falciparum M18 aspartyl aminopeptidase; 1.2% of 290,000 active; recombinant PfM18AAP, H-Glu-NHMec fluorogenic cleavage; inhibition, % at 7.35 µM;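 active means inhibition above the campaign mean inhibition over all tested compounds plus 3 SD, cut at about 28% in these data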;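 further: 0% = plate median of test compound wells and 100% = 2 mM ZnCl2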
IDE inh = inhibitors of human insulin-degrading enzyme in cells | P14735 | HEK cells, FAbetaB cleavage, fluorescence polarization | inhibition, % at 5.59 µM | 0.41% of 320,000 active;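 active means percent inhibition above the average of all tested compounds plus 3 SD, set per screening campaign, cut at about 16% in these data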;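 further: IDE supplied by intact live HEK cells; FP after avidin binding of uncleaved biotin substrate so inhibition keeps polarization high; 0% = DMSO wells and 100% = 60 µM reference IDE inhibitor Ii1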
PHOSPHO1 block = blocks human PHOSPHO1 phosphatase activity; Q8TCT1; recombinant PHOSPHO1, absorbance phosphatase assay; inhibition, % at 13.3 µM; 1.1% of 290,000 active; in the data active means inhibition above about 60%
Target sequence (Q8TCT1 whole entry, looked up): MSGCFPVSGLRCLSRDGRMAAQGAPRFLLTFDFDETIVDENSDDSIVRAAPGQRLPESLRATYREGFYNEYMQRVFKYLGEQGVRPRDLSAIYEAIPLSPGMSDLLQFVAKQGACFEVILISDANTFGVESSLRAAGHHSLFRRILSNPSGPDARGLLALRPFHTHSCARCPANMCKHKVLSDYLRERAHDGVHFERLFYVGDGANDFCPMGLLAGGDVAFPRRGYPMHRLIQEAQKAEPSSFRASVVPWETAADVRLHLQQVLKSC
Numbers without * were called inactive; . = not tested or not shown. This is a random part of the collection (roughly 5.3% active in at least one column).

SMILES	VIM-2 inhibitor	NALP1 inh	IDE cell activ	pCIP destab	IMP-1 inhibitor	GPR7 antagonist	M18AAP inhibitor	IDE inh	PHOSPHO1 block
COc1ccc(-c2nc(N)ncc2-c2ccccc2OC)c(O)c1	-2.9	16	-1	-8	-2.1	-12	-2	0	-1
O=C(CCn1cnnn1)Nc1ccc(Cl)c(Cl)c1	-7.2	12	-1	22	-4.7	5	2	0	44
COc1cc(Cl)ccc1OCc1cc(C(=O)N2C[C@H]3CC[C@H]2C3)no1	-2.8	5	-1	-11	-4.4	-14	-1	9	43
C#CCNC(=O)C1=C[C@H](C(C)(C)C)C[C@H](OCc2ccc(CO)cc2)O1	0.7	8	5	-8	1.3	12	-8	0	40
C[N+]12CCCCC1C(COC(=O)c1ccc3c(c1)OCO3)CCC2 (configuration not stated)	-2.4	9	0	-10	-6.7	2	6	4	-6
O=c1c(Oc2ccccc2Br)c(C(F)(F)F)oc2c(CN3CCCC3)c(O)ccc12	-2.9	16	3	10	-0.6	7	-8	1	-6
CCOC(=O)C1=NN(c2ccc(C)cc2)C2(S1)SC(C(C)=O)=C(C)N2c1ccccc1 (configuration not stated)	-0.9	-2	5	-4	-1.1	1	2	-4	-27
CCn1c(SCC(=O)NNC(=O)c2ccc(OC)cc2)nnc1-c1ccco1	-0.4	15	5	-10	1.9	4	-5	1	-6
CCn1ncc(-c2cc(C(=O)O)no2)c1C	-1.7	-6	.	-21	-3.5	-18	3	-3	-8
C/C(=N\NC(=O)c1ccccc1NC(=O)c1ccc(Cl)cc1)c1ccncc1	-3.2	10	-6	-8	-3.1	-3	2	-3	40
Cc1c(CC(=O)N[C@@H](C)C(=O)O)c(=O)oc2cc3oc4c(c3cc12)CCCC4	-1.5	-6	2	-2	0.1	2	1	-2	.
COCCN1Cc2cccc(C(=O)N3CCN(c4cc(C)ccc4C)CC3)c2C1=O	-5.2	16	-7	3	-3.0	-14	2	1	15
N#Cc1ccccc1NC(=O)CC1c2ccccc2Oc2ccccc21	-2.7	23	-2	-2	-2.9	-6	-2	1	7
O=C(O)C1CSC2(CCN(Cc3ccccc3)CC2)N1 (configuration not stated)	-0.9	-128	6	-10	0.2	-5	8	.	-2
COc1ccc(OC)c(C2=NS(=O)(=O)N(C)C(C(=O)Nc3cccc(C(C)=O)c3)=C2)c1	2.6	6	-2	-3	-2.7	3	1	-1	15
O=C(Nc1cccs1)Nc1c(F)c(F)cc(F)c1F	-3.4	21	-5	2	-1.5	-11	10	1	12
CN(CCc1cn[nH]c1)Cc1nc(Cc2ccccc2F)no1	-2.5	11	-2	-2	-1.3	-9	3	1	58
O=C(Nc1cccc2ccccc12)C(=O)C1C(=O)Nc2ccccc21 (configuration not stated)	-0.1	.	9	5	-0.4	-3	1	-4	14
CCN(c1ccccc1)S(=O)(=O)c1ccc2[nH]c(=O)c(=O)[nH]c2c1	-4.8	6	1	-5	-4.7	-15	7	3	-19
COc1ccc(Cn2ccnc2CO)cc1[N+](=O)[O-]	-2.1	13	-1	2	-1.7	-13	6	1	49
Cc1ccc(CC2S/C(=C(/C#N)C(=O)N3CCOCC3)N(c3ccccc3)C2=O)cc1 (configuration not stated)	-1.9	23	-5	0	-0.9	0	2	2	2
CCS(=O)(=O)c1ccc2c(c1)N(S(=O)(=O)c1ccccc1)CC(C(=O)O)O2 (configuration not stated)	0.3	6	5	-10	-0.7	1	1	-6	30
O=C(Nc1ccc2nc(-c3cccs3)[nH]c2c1)c1ccco1	0.5	-62	-5	-8	-2.7	-9	-10	8	-7
Cc1ccc(NC(=O)N(Cc2cccs2)Cc2cc3cc4c(cc3[nH]c2=O)OCO4)cc1	-0.3	41	.	-7	-0.8	-2	-4	4	-5
CCOc1cc(S(=O)(=O)NCC2OCCc3ccccc32)c(OCC)cc1-n1cnnn1 (configuration not stated)	1.3	0	-3	-21	-1.9	4	-12	3	-4

Reformatted as a markdown table: two of the compounds above.
| Structure | VIM-2 inhibitor | NALP1 inh | IDE cell activ | pCIP destab | IMP-1 inhibitor | GPR7 antagonist | M18AAP inhibitor | IDE inh | PHOSPHO1 block |
| --- | --- | --- | --- | --- | --- | --- | --- | --- | --- |
| Cc1ccc(NC(=O)N(Cc2cccs2)Cc2cc3cc4c(cc3[nH]c2=O)OCO4)cc1 | -0.3 | 41 | . | -7 | -0.8 | -2 | -4 | 4 | -5 |
| CCOc1cc(S(=O)(=O)NCC2OCCc3ccccc32)c(OCC)cc1-n1cnnn1 (configuration not stated) | 1.3 | 0 | -3 | -21 | -1.9 | 4 | -12 | 3 | -4 |

Next part.
SMILES	VIM-2 inhibitor	NALP1 inh	IDE cell activ	pCIP destab	IMP-1 inhibitor	GPR7 antagonist	M18AAP inhibitor	IDE inh	PHOSPHO1 block
CCOC(=O)c1nn(-c2cccc(OC)c2)c2nc(CC)c(C#N)c(=O)n12	1.9	24	-3	-3	-0.2	-7	-15	3	26
Cc1ccc(C(C)NC(=O)c2ccc3c(c2)OCO3)cc1C (configuration not stated)	-3.7	7	9	-3	-1.7	-6	10	2	27
Cc1ccc(-n2c(C)cc(/C=C3\SC(=O)NC3=O)c2C)cc1	-1.5	14	-1	-16	-3.5	-11	9	0	26
Cc1ccc(NC(=O)CSc2ccc(-c3ccccn3)nn2)c(C)c1	-0.7	13	5	8	-4.1	9	1	-2	13
Cc1ccc(-c2nc(-c3ccncc3)no2)c(Cl)c1	0.8	21	-3	5	-0.9	7	0	7	-11
CC(NC(=O)c1cc(Br)cs1)C1CCCO1 (configuration not stated)	-3.7	10	1	-5	-1.3	-12	3	0	41
O=C(NCc1ccco1)C1CC(c2c(Cl)cccc2Cl)=NO1 (configuration not stated)	1.8	0	1	1	-2.0	2	6	3	0
CC(=O)c1cccc(NC(=O)N2CCCC(C(=O)c3cc(F)ccc3F)C2)c1 (configuration not stated)	-1.2	1	-3	-3	-2.5	0	-3	1	32
Cc1ccc(C(=O)NC(=S)Nc2ccc(Oc3ccc(Cl)cc3)cc2)cc1	-5.4	0	-2	-2	-0.8	5	0	3	-11
COc1cc(/C=C/C(=O)OCC(=O)NC(=O)NC23CC4CC(CC(C4)C2)C3)ccc1OCC#N	-2.0	31	3	-23	-3.1	-6	-7	6	24
CCN(c1ccccc1)S(=O)(=O)c1ccc(Cl)c(NC(=O)CN2C(=O)NC3(CCCC3)C2=O)c1	2.8	.	-2	6	-0.6	-16	1	-2	30
CCSc1nnc(NC(=O)C2CCN(S(=O)(=O)c3ccccc3C(F)(F)F)CC2)s1	-0.1	12	-1	-7	-3.1	-7	-2	3	-1
O=C1C(Cl)=C(NS(=O)(=O)c2ccc([N+](=O)[O-])cc2)C(=O)c2ccccc21	7.0	.	5	-12	-0.3	3	4	2	25
O=C(Nc1ccc2c(c1)CCC2)C1CCN(c2c3c(nc4ncnn24)CCC3)CC1	2.1	18	-42	-8	-0.5	-25	-2	42*	13
COc1cccc(-c2nc(CS(=O)(=O)CC(=O)N3CCN(C4CCCCC4)CC3)c(C)o2)c1	-0.2	26	-2	-6	-3.4	0	-2	-1	18
CC(C)c1ccc(C(=O)Nc2cccnc2)cc1	1.1	14	5	-6	0.3	-15	-7	1	25
Cc1cccc(/C=N/NC(=O)c2cc3c(s2)-c2ccccc2CC3)c1	-3.0	28	-2	16	-2.5	-3	1	-6	-10
CC(C)(C)c1cc(C(=O)O)c(CN2CCCCC2)o1	-4.7	38*	1	-7	-5.7	7	-6	7	41
CCCn1c2ccccc2c2cnn(CC(=O)N3CCOCC3)c(=O)c21	-1.2	-14	1	-4	-2.1	-13	2	2	37
COc1ccc2nc(C)cc(SCC(=O)NNC(=O)COc3cccc4ccccc34)c2c1	-3.8	3	0	-14	-4.8	-2	1	2	-29
CCOCCn1c(CN2CCN(CC)CC2)nc2c1c(=O)n(C)c(=O)n2C	1.6	28	-2	4	0.8	-17	0	2	-1
CC(Oc1ccc(-n2cnnn2)cc1)C(=O)O (configuration not stated)	-2.4	7	4	18	-2.5	-13	3	1	2
CCCNc1c(NS(=O)(=O)c2c(F)c(F)c(F)c(F)c2F)c(=O)oc2ccccc12	-3.3	-1	9	-2	-1.5	-11	0	0	50
CSc1nnc2c(n1)OC=Nc1ccc(Br)cc1-2	-3.0	.	6	6	-2.0	-13	3	-1	51
Cc1ccc(NC(=O)n2ccc(-c3ccc(-n4ccnc4)cc3)n2)cc1	4.0	17	.	12	-1.5	3	1	.	28
SMILES	VIM-2 inhibitor	NALP1 inh	IDE cell activ	pCIP destab	IMP-1 inhibitor	GPR7 antagonist	M18AAP inhibitor	IDE inh	PHOSPHO1 block
CCOC(=O)c1csc(-c2snnc2C)n1	-2.3	13	5	-16	-3.6	-16	-3	5	30
COC(=O)c1cccc(NC(=O)Cn2nnc3ccccc32)c1	-0.7	7	4	-4	-1.6	-8	-7	-1	13
O=C1CN(c2nc(-c3ccccc3)c3cc(Cl)ccc3n2)c2ccccc2N1	2.1	36	1	9	-0.8	0	4	-2	-5
Cc1cc(=O)n(C)c(=O)n1CCCCCCOc1cccc([N+](=O)[O-])c1	-0.6	-25	0	-6	-1.1	1	-7	-3	-4
Cn1c(=O)oc2cc(S(=O)(=O)NCc3ccccc3)ccc21	-1.4	10	3	0	-2.6	11	3	-1	15
Cc1ccc(CCNC(=O)C2CCN(S(=O)(=O)N3CCOCC3)CC2)cc1	-3.2	20	8	-6	-4.0	-14	-2	-3	38
O=C(O)CCCC(=O)Nc1nc(-c2ccc(F)cc2)cs1	-4.3	12	1	3	-3.5	-7	9	0	24
CCc1nnc(NC(=O)C(C)Sc2ccccc2)s1 (configuration not stated)	-4.4	-16	-1	0	-3.6	-12	-1	-3	9
OCCC1CN(Cc2ccc(Oc3ncccn3)cc2)CCN1C1CCCC1 (configuration not stated)	-2.3	-1	5	-8	-2.1	-23	4	-1	2
Cc1nn2c(C(F)(F)F)c3c(nc2c1-c1ccccc1)CCC3	-2.0	-1	5	-7	-1.9	-5	0	9	32
O=C(NNS(=O)(=O)c1ccccc1[N+](=O)[O-])c1cccc(Cl)c1	-2.7	43	-1	-5	-2.5	-12	6	8	-8
C=CCn1c(SCc2cc(=O)n3ccsc3n2)nnc1C1CCCCC1	0.5	10	3	-2	-2.2	-10	-16	3	24
Cc1ccc(C(=O)Nc2ccc(C(=O)N/N=C/c3ccc(C)o3)cc2)cc1	-1.4	5	1	5	-4.3	-1	10	4	11
OC1=C(O)c2nc3ccccc3nc21	-1.3	-40	-5	-11	-2.1	7	-10	4	-6
CC1=C(C(=O)Nc2ccc(Cl)cc2)C2(CCCCC2)C(C(N)=O)C(=S)N1 (configuration not stated)	-2.4	-6	.	5	0.3	16	25	0	-1
Cc1ccc(S(=O)(=O)C(C#N)c2nc3ccccc3nc2N2CCC(C)CC2)cc1 (configuration not stated)	-2.5	6	-3	-34	-1.4	-1	3	.	40
CSc1ncc2c(n1)-c1cc(C)ccc1SC2	1.6	-3	6	7	-0.7	-5	-7	-4	25
CC(=O)c1c(N2CCN(Cc3ccccc3)CC2)nc(=S)n(-c2ccccc2)c1C	-0.7	-19	6	-7	-2.0	-5	-10	-1	4
Cc1cc(-n2c(SCCC#N)nnc2-c2cccnc2)ccc1Cl	-1.9	2	2	-6	-2.4	-9	3	3	-4
c1ccc(Cn2c(CN3CCCC3)nc3ccccc32)cc1	-3.3	1	6	-2	-4.6	-1	4	-1	16
COc1ccc(/C=C(\C#N)C(=O)OCC(=O)NC2CC2)cc1	-2.2	8	2	4	-2.5	-3	4	2	20
COCCN(C(=O)CCC(=O)Nc1nccs1)C(C(=O)NCCC(C)C)c1ccc(F)cc1 (configuration not stated)	-3.4	4	-1	-4	-4.1	-9	-2	4	12

Screening data: PubChem BioAssay, several laboratories
